Assay outcomes deposited in PubChem BioAssay by several laboratories.
TRAIL sens C8 – viability loss with TRAIL in NB7+C8 cells, primary screen, TRAIL sensitizer project, cell-based, ATPlite luminescence; inhibition (viability loss, TRAIL sensitization), % at 10 µM; 1% of 360,000 active; AID 624354, 2012;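 active means compounds causing at least 50% loss of cell viability in the single-dose screen, relative to plate controls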
SRC2 inh – inhibition of GAL4-SRC2 driven luciferase reporter, primary screen, SRC2 inhibitor project, cell-based, luminescence; AID 651957, 2012; Nuclear receptor coactivator 2 (Homo sapiens), Q15596; 0.17% of 370,000 active; HEK293 GAL4-SRC2 luciferase reporter; inhibition, % at 9 µM;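 active means inhibition above the mean inhibition of all tested compounds plus 3 SD, set per campaign, cut at about 52% in these data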;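 further: 0% = DMSO treated cells and 100% = cells given Gossypol at 36 µM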
EBV LMP1 NFkB – EBV LMP1-driven NF-kappaB luciferase reporter inhibitors, primary screen, cell-based, luminescence, single point | LMP1-induced NF-kappaB luciferase reporter cells | inhibition, % at 12.5 µM | 0.69% of 350,000 active | AID 504558, 2011; in the data active means inhibition above about 41%;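 further: 0% = neutral control wells and 100% = reference inhibitor control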
NCOA1 inh – SRC1 coactivator transcriptional activity inhibitors, primary screen, cell-based, luminescence; HEK293 GAL4-SRC1 luciferase reporter; inhibition, % at 3.6 µM; 0.12% of 360,000 active;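 active means inhibition above the campaign mean plus 3 SD, with each screening campaign given its own cutoff, cut at about 60% in these data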;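 further: 0% = DMSO treated cells and 100% = gossypol at 36 µM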
Target sequence (Q15788 whole entry, looked up, the tested form may be a part): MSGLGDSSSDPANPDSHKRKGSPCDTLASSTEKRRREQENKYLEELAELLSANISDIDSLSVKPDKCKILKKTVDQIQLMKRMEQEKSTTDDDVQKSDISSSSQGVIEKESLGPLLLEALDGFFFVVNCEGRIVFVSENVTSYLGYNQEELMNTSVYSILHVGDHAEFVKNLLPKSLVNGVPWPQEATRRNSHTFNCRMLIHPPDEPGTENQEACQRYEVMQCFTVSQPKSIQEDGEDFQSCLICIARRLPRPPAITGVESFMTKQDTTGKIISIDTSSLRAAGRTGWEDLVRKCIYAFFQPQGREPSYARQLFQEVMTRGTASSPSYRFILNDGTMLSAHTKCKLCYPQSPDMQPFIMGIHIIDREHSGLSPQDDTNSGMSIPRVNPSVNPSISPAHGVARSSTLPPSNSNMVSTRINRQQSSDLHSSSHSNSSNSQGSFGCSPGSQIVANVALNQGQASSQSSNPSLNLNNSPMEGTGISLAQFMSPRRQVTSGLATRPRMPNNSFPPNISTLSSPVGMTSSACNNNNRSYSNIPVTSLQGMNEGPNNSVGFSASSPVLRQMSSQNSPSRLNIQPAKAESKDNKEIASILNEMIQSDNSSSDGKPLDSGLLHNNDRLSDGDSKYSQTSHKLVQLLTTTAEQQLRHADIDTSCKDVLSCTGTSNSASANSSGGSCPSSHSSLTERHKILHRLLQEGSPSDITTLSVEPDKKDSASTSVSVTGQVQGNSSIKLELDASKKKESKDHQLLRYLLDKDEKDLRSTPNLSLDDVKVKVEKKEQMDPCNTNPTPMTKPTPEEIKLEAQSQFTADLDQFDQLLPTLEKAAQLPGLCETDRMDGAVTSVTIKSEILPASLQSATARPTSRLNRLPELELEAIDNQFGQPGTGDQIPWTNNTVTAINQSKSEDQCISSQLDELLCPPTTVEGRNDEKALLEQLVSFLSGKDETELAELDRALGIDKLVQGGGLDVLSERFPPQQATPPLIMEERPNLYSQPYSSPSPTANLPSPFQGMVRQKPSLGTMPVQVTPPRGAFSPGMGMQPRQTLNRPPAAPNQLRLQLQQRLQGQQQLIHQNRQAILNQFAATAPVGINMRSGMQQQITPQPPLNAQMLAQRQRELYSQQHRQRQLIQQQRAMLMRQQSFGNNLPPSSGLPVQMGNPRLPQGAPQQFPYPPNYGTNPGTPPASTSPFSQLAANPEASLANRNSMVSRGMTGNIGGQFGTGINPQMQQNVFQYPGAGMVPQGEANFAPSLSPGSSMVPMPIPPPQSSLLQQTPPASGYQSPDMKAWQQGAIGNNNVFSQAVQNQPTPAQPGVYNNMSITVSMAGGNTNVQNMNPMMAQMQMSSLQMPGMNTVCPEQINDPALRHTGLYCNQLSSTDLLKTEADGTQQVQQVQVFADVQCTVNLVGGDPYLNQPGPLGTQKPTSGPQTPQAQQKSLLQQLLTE
CF NFkB inh – inhibitors of PAF-induced NF-kB signaling, primary screen, cell-based, GFP fluorescence, uHTS; 0.86% of 360,000 active; inhibition, % at 5 µM; AID 588850, 2011; KKLEB NF-kB-GFP reporter, GFP fluorescence overnight;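 active means at least 50% inhibition at 5 µM, scaled per plate between neutral and stimulator controls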;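 further: PAF is a Pseudomonas aeruginosa culture filtrate used as stimulus; plate controls were PAF-stimulated DMSO wells for no effect and unstimulated DMSO wells for full effect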
SRC3 inh – SRC3 coactivator transcriptional activity inhibitors, primary screen, cell-based, luminescence; 0.17% of 360,000 active; inhibition, % at 3.6 µM; HEK293 GAL4-SRC3 luciferase reporter;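 active means inhibition above a per-campaign cutoff, the mean of all compounds plus 3 SD, cut at about 60% in these data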;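 further: 0% = DMSO-treated cells and 100% = gossypol-treated cells at 36 µM; higher means less SRC3-driven luciferase light from the GAL4 reporter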
COUP-TFII inh – NR2F2 transcriptional activity inhibitors, primary screen, cell-based, luciferase reporter, HEK293T, luminescence. HEK293T NGFI-A luciferase reporter. inhibition, % at 8.6 µM. 0.7% of 370,000 active;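 active means inhibition above a per-plate cutoff, mean inhibition of test wells between control levels plus 3 SD, cut at about 38% in these data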;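 further: cells cotransfected with COUP-TFII expression vector driving the NGFI-A reporter; 0% = median of COUP-TF2 test wells and 100% = reporter-only cells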
TROY signal inh – inhibitors of TROY-driven NF-kB signaling, primary screen, Q293 LMP1-TROYcd cells, NF-kB luciferase, uHTS | inhibition, % at 10 µM | AID 1347056, 2019 | Q293 LMP1-TROYcd NF-kB luciferase reporter, 4 h | 0.98% of 360,000 active;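 active means compounds whose plate-normalised and pattern-corrected inhibition of the luciferase reporter signal at the single screening dose is 50% or more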
NR5A2 inv ag – LRH-1 (NR5A2) inverse agonists, primary screen, cell-based, luminescence, HEK293T, StAR-luciferase reporter. Nuclear receptor subfamily 5 group A member 2 (Homo sapiens), O00482. inhibition, % at 3.6 µM. LRH-1 transfected, 24 h. 0.13% of 360,000 active;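 active means inhibition above the mean inhibition of all tested compounds plus 3 SD, cut at about 73% in these data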;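 further: 0% = DMSO wells and 100% = reporter-only cells lacking LRH-1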
TWEAK-Fn14 inh – inhibitors of TWEAK-Fn14 signaling, primary screen, luciferase reporter cells, uHTS; TWEAK-stimulated Fn14 reporter cells, luciferase luminescence, 8 h; inhibition, % at 10 µM; 2% of 360,000 active; in the data active means inhibition above about 50%
KKLEB tox – cytotoxicity in KKLEB CF airway cells, primary screen, cytotoxicity control for CF NF-kB inhibitor project, cell-based, uHTS, fluorescence assay plates; KKLEB CF airway cells viability, ATPlite luminescence, overnight; active compounds read low; cells stimulated with P. aeruginosa culture filtrate; activity change (cytotoxicity), % at 5 µM; 0.36% of 360,000 active; AID 602141, 2011;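 active means corrected activity change at or below -50% at 5 µM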
* hit, by the source's call; · = not tested or not shown.

SMILES	TRAIL sens C8	SRC2 inh	EBV LMP1 NFkB	NCOA1 inh	CF NFkB inh	SRC3 inh	COUP-TFII inh	TROY signal inh	NR5A2 inv ag	TWEAK-Fn14 inh	KKLEB tox
Cc1c(C(=O)N2CCCCC2)c(S(=O)(=O)N2CCN(c3ccccc3F)CC2)c(C)n1C	1	-5	-1	-25	9	4	17	-2	-4	11	-5
CCOCCCNC(=O)C(NC(=O)c1ccccc1O)c1ccccc1 (stereo unspecified)	0	-12	-3	-43	-7	6	2	-7	13	-6	2
CCOc1ccc2c(c1)C(C)=CC(C)(C)N2C(=O)Nc1ccccc1F	15	-37	6	-19	2	9	-9	-29	20	4	-2
O=C(CSc1ccc(-c2ccco2)nn1)NCc1ccccc1Cl	-21	7	-5	1	-4	2	-10	21	2	5	7
COc1ccc([N+](=O)[O-])cc1NCC(=O)Nc1cccc(S(=O)(=O)N2CCCC2)c1	-19	-4	-11	-29	-50	1	14	5	0	7	8
COc1ccc(OCc2nnc(SCC(=O)Nc3ccccc3Cl)o2)cc1	2	-11	-4	-13	-10	2	-7	3	2	10	19
CCc1nnc(NC(=O)CSc2nnc(-c3ccc(S(=O)(=O)N4CCCC4)cc3)n2CC)s1	-2	-7	-4	-31	-4	17	18	6	-8	10	6
O=C1CSc2ccc(C(=O)N3CCCCC3)cc2N1	-9	-9	4	4	11	1	5	0	0	6	-3
Nc1ccc(C(=O)N2N=C(c3ccc(F)cc3)CC2(O)C(F)(F)F)cc1 (stereo unspecified)	-1	-33	-9	-9	-12	-4	4	-4	12	-8	2
O=C(CCCc1ccccn1)c1cccc2ccccc12	-7	-36	-40	-126	1	-124	-32	-18	-100	33	-8
COc1ccc(Cl)cc1NC(=O)c1nnn(CC(=O)Nc2cc(C)cc(C)c2)c1N	0	0	-15	8	15	2	-2	3	-1	4	-10
COC(=O)CSc1nc2ccc(N)cc2s1	-7	-31	-6	-20	-16	-12	16	-3	13	24	11
O=C1S/C(=C/c2ccccc2)C(=O)N1CC(O)Cn1c2ccccc2c2ccccc21 (stereo unspecified)	-8	14	-7	5	4	15	0	-21	1	13	-11
Cc1cccc(NC(=S)N(CCCN2CCOCC2)Cc2cn(C)c3ccccc23)c1	-1	-30	8	17	5	43	-24	13	9	-39	-17
CCN1CCN(C(=O)c2ccc(CS(=O)(=O)Cc3ccccc3Cl)o2)CC1	-21	-1	1	-11	0	4	-10	-7	11	-14	8
S=C(c1ccc(-c2ccc(Cl)cc2Cl)o1)N1CCCC1	0	-39	·	-45	12	-36	-24	-24	-51	-22	-1
Cc1ccc(CN2CCC[C@]3(N[C@H](c4ccc(C)cc4)[C@@H]4C(=O)N(Cc5ccccc5)C(=O)[C@@H]43)C2=O)cc1	-1	12	-4	-14	-2	-9	0	3	-6	5	7
Cc1ccccc1-c1nc(C#N)c(NCc2ccco2)o1	-5	9	6	22	7	3	0	5	-5	-8	-3
Cc1cc(NC(=O)CN(C)S(=O)(=O)c2cccc(Cl)c2)no1	-7	9	-3	10	3	18	6	-8	-5	-9	4
CN(N=Nc1cccc([N+](=O)[O-])c1)c1ccccc1	9	-47	-29	-45	-18	-78	-27	-47	-49	-41	9
CC(=O)N1[C@H](Cc2ccccc2)C=C[C@]1(C)C(=O)NCCc1c[nH]c2ccccc12	-1	-8	-2	0	-20	-33	8	-5	12	2	-4
CCOc1ccc(C2Nc3ccc4ccccc4c3-c3c2c(=O)oc2ccccc32)cc1 (stereo unspecified)	5	2	-8	-4	13	17	1	9	-2	2	-25
COc1ccccc1NC(=O)Cc1c(F)cccc1Cl	-3	5	5	0	7	12	9	-13	-8	-15	-11
Cc1ccc2c(c1)N(C(=O)CCC(=O)NCCN1CCOCC1)CCO2	5	-11	-9	-3	-8	-4	-9	7	-1	11	2
COc1ccc(CNS(=O)(=O)CCNC(=O)c2cccc(OC)c2)cc1	-14	-17	6	-21	6	5	-8	-1	24	-3	-2
O=C(NCCCn1ccnc1)C1c2ccccc2Oc2ccccc21	-1	-8	-26	4	18	9	-4	-9	-40	-2	2
CC(C)(C)OC(=O)[C@H](Cc1ccccc1)NC(=O)c1nc[nH]c1C(=O)NC1CCN(C(=O)OC(C)(C)C)CC1	37	-11	-5	12	-5	13	-6	24	-4	23	-24
CCN(c1ccccc1)S(=O)(=O)c1ccc(N2CCN(c3ccc(OC)cc3)CC2)nc1	-11	-13	20	1	4	9	3	22	10	20	-4
CCC(C)NC(=O)c1ccc2c(c1)N(Cc1ccccc1)C(=O)CS2 (stereo unspecified)	-7	-1	10	13	7	18	14	11	55	11	-3
CCc1nc2ccc(C(=O)Nc3ccc(NC(C)=O)cc3)cn2c1N(C)CCCc1ccccc1	-1	-26	·	0	21	-3	-5	13	-15	-4	3
O=C(Nc1ccccc1N1CCOCC1)c1cnccn1	-2	-26	2	-2	2	12	-7	15	-4	0	1
COc1cc(C(=O)NCC(=O)N/N=C/c2ccco2)cc(OC)c1OC	7	-8	1	-3	9	-2	26	-8	6	-1	15
COCC(=O)N/N=C\c1cccc(OC)c1OC/C=C/c1ccccc1	21	4	4	-8	4	1	1	0	-8	-7	5
COC(/C=C/Nc1ccc(Br)cc1)=C(C#N)C#N	-19	3	-2	-5	-16	-7	-4	1	14	11	4
C=CCN1CC(=O)N2C(c3ccccc3)c3[nH]c4ccccc4c3C[C@H]2C1=O (stereo partly specified)	3	-18	-10	8	12	11	19	-4	13	23	-11
CS(=O)(=O)c1ccc(Cl)c(NC(=O)Cc2c(F)cccc2Cl)c1	-20	-26	1	1	2	14	9	2	18	-10	6

The last 2 compounds of the section above lead into the next.
SMILES	TRAIL sens C8	SRC2 inh	EBV LMP1 NFkB	NCOA1 inh	CF NFkB inh	SRC3 inh	COUP-TFII inh	TROY signal inh	NR5A2 inv ag	TWEAK-Fn14 inh	KKLEB tox
C=CCN1CC(=O)N2C(c3ccccc3)c3[nH]c4ccccc4c3C[C@H]2C1=O (stereo partly specified)	3	-18	-10	8	12	11	19	-4	13	23	-11
CS(=O)(=O)c1ccc(Cl)c(NC(=O)Cc2c(F)cccc2Cl)c1	-20	-26	1	1	2	14	9	2	18	-10	6
COCCCn1c(C23CC4CC(CC(C4)C2)C3)n[nH]c1=S	0	5	-7	8	12	-11	15	-9	4	14	-9
CC(=O)c1ccc(NC(=O)CS(=O)(=O)c2cn(CC(=O)N3CCOCC3)c3ccccc23)cc1	-10	6	-13	-3	-4	6	13	7	1	-13	5
O=C(c1cccc(C(F)(F)F)c1)N1CCc2c([nH]c3ccccc23)C1C(F)(F)F (stereo unspecified)	-6	1	-8	9	22	18	-7	32	30	20	-15
COc1ccc(C(=O)Oc2ccc3c(C)cc(=O)oc3c2C(C)=O)cc1	-4	-1	0	1	-8	17	-6	18	-1	39	3
Cc1cc(NC(=O)C2CC2)ccc1NC(=O)c1cccs1	11	-10	0	1	-5	-30	-5	-14	-7	23	3
Cc1cc(C(=O)COC(=O)CC2Sc3ccccc3NC2=O)c(C)n1-c1ccccc1 (stereo unspecified)	8	-25	-2	-36	-12	-26	4	5	-1	-5	-25
CCCSc1ccc([C@@H]2[C@H]3C(=O)N(CC)C(=O)[C@H]3[C@]3(C(=O)OC)CCCCN23)cc1OC	-26	15	5	-8	-10	5	2	5	17	-2	10
CCN(CC)S(=O)(=O)c1cc(NC(=O)C(C)N2CCc3ccccc32)ccc1C (stereo unspecified)	0	2	10	6	-1	-1	15	8	12	16	-3
CCN(CC)CC(O)COc1ccc2c(c1)c(C(C)=O)c(C)n2-c1ccccc1 (stereo unspecified)	16	-23	-2	7	-6	21	4	-14	26	-33	-4
O=S(=O)(Nc1ccc(S(=O)(=O)N2CCOCC2)cc1)c1ccc(Br)cc1	-1	11	-5	-9	8	-10	7	-14	12	-16	-9
COc1ccc(N2CCN(C(=O)COC(=O)CCS(=O)(=O)c3ccc(C)cc3)CC2)cc1	-5	-8	6	-14	22	-8	2	-11	-11	4	-6
CCOc1cc(N2CCOCC2)c(OCC)cc1NC(=O)c1cccc(S(=O)(=O)N2CC(C)OC(C)C2)c1 (stereo unspecified)	0	21	-4	3	-4	10	-9	1	0	-14	-7
C=CCOC(=O)C1=C(C)OC(N)=C(C#N)C1c1ccc(F)cc1 (stereo unspecified)	-18	-6	-2	-14	-3	-7	12	-18	14	16	-4
C=CCn1c(N)cc(=O)nc1SCC(=O)Nc1ccc2ccccc2c1	-11	-11	7	-16	-3	17	-3	-19	29	-1	-3
CCOc1ccc(-c2nnn(CC(=O)N3CCN(c4ccc(F)cc4)CC3)n2)cc1OCC	8	-14	6	-4	3	6	13	6	29	-6	4
Cn1cccc1CC(=O)N/N=C/c1cccc2ccccc12	-4	-27	-5	-9	-13	-14	-1	23	-25	-10	1
COc1ncnc2c1ncn2CCCN(C)Cc1ccco1	-15	-18	-4	14	8	3	6	6	15	-6	2
Cc1ccc(C(C)C)cc1S(=O)(=O)Nc1ccncc1	-7	-37	1	3	-16	1	28	-27	8	25	9
CCOC(=O)c1ccccc1NC(=O)Nc1ccc(OC)c(OC)c1	-28	-1	4	-5	0	-6	4	8	33	15	-33
COc1ccc(CCN(Cc2cccs2)S(=O)(=O)c2ccc(S(=O)(=O)N3CCCCCC3)cc2)cc1OC	19	1	6	-6	30	5	0	7	-2	-3	-23
O=C(Nc1ccc(F)c(F)c1)NC1CCCCC1	12	-31	-21	-78	7	-76	-18	-54	-67	-29	0
O=C(CNc1cc(S(=O)(=O)N2CCOCC2)ccc1NCC1CCCO1)Nc1ccccc1F (stereo unspecified)	-26	-30	-3	-29	10	20	-7	-25	-1	-19	-7
O=C(CCc1ccccc1)NCc1ccncc1	2	-7	-5	-37	3	12	-26	-8	14	-15	0
Cc1ccccc1NC(=S)NCCC(c1ccccc1)c1ccccc1	-19	-6	-14	0	-1	12	-11	6	-11	13	7
C/C(=N\NC(=S)NCCc1ccccc1)c1ccc(C)cc1	1	19	11	-6	-12	6	-5	-29	10	-13	6
CC(CCc1ccccc1)NC(=O)C1CCCN(c2nnc(-n3cccc3)s2)C1 (stereo unspecified)	15	-11	2	1	4	-5	29	16	-12	17	4
COc1ccc(CNC(=O)CN(Cc2ccco2)C(=O)CNS(=O)(=O)c2ccc(F)cc2)cc1	1	-10	-1	-21	0	-17	9	-22	7	13	3
CN(C(=O)c1cc(S(=O)(=O)N2CCCCC2)c[nH]1)C1CCCCC1	-5	-19	3	-13	-3	-5	8	0	0	-3	-12
